# Source: PubChem BioAssay
# NPY2 pot ag – potentiates or activates human NPY-Y2 receptor. P49146. cells expressing NPY-Y2, potentiator/agonist read-out. activation, % at 3.6 µM. 0.45% of 220,000 active. AID 1359; in the data active means activation above about 27%;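 further: cells stimulated with NPY near EC25 plus isoproterenol at EC100; 0% = vehicle plus submaximal agonist and 100% = vehicle plus saturating agonist; some results beyond the cut were filed as inactive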
# p97 ATPase inh – inhibitors of human p97 ATPase; 0.42% of 220,000 active; recombinant p97 ATPase, Kinase-Glo ATP luminescence, 3 h; AID 1481; inhibition, % at 8 µM; P55072; in the data active means inhibition above about 15%;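 further: 0% = DMSO vehicle and 100% = wells lacking enzyme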
# Runt-SMMHC FRET – inhibitors of human RUNX1 Runt domain binding to CBFb-SMMHC; Q01196+Q13951; Cerulean-Runt/Venus-CBFb-SMMHC FRET ratio 530/480, 1 h; inhibition, % at 20 µM; 0.74% of 220,000 active; AID 1434;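 active means mean inhibition across duplicate retests at 20 µM reaching about 50%, limit read from the data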;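 further: 0% = DMSO wells and 100% = wells with excess untagged CBFb-SMMHC; inhibitors lower the FRET ratio by blocking Runt binding to CBFb-SMMHC; some results filed as inactive read as strong as hits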
# Target sequence (Q01196 whole entry, looked up, the tested form may be a part): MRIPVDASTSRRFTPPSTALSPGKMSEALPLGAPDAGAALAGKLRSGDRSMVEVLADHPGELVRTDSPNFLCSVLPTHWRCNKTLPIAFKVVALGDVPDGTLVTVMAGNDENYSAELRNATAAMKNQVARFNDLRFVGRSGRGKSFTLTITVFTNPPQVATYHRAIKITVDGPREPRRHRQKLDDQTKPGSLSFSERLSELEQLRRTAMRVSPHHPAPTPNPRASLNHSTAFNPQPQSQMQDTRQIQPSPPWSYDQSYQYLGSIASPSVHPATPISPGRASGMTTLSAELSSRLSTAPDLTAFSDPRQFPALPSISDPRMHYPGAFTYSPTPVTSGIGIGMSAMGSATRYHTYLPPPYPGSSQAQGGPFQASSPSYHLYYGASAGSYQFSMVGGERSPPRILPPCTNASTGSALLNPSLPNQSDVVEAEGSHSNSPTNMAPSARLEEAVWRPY
# Target sequence (Q13951 whole entry, looked up, the tested form may be a part): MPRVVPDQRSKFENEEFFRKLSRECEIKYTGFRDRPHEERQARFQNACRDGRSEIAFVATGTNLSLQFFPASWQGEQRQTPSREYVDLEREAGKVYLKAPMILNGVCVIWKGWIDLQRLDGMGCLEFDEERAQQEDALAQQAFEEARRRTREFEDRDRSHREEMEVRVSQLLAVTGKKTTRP
# Runt-CBFb FRET – inhibitors of human RUNX1 Runt domain binding to CBFb | Q01196+Q13951 | 0.46% of 220,000 active | Cerulean-Runt/Venus-CBFb FRET ratio 530/480, 1 h | inhibition, % at 20 µM | AID 1496;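 active means inhibition over about 50% at 20 µM in the single-dose screen, limit read from the data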;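 further: 0% = DMSO wells and 100% = excess unlabeled CBFb competitor control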
#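 System: Cerulean-labeled Runt domain protein | Quantity: 100 nM of each labeled protein | Schedule: 1 h compound exposure, room temperature | Detection: Fluorescence energy transfer, 422 nm excitation, 530/480 nm emission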
# Hck-Nef inh – inhibitors of human Hck kinase activated by Nef. inhibition, % at 20 µM. Recombinant Hck-YEEI plus Nef, Z-Lyte FRET kinase assay. AID 463187. 0.68% of 220,000 active. P08631;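 active means Hck-Nef kinase inhibition above about 50%, limit read from the data; inactive means inhibition below that limit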;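 further: 0% = DMSO with Hck plus Nef and 100% = Hck alone without Nef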
# NPY-Y1 antag – blocks the human neuropeptide Y Y1 receptor; HEK293-CNG Y1 cells, membrane potential fluorescence; NPY at EC95, then isoproterenol; inhibition, % at 3.6 µM; 1% of 200,000 active; AID 1040;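 active means inhibition above the campaign mean inhibition of all tested compounds plus 3 SD, cut at about 20% in these data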;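 further: 0% = DMSO wells given NPY plus isoproterenol and 100% = isoproterenol alone without NPY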
#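 Material: HEK293 cells co-expressing NPY Y1 receptor and cyclic-nucleotide gated channel. Timing: compound incubation 1 h at room temperature, readout 45 min post-stimulation. Signal: fluorescence, membrane potential probe.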
# Mdm2 ligase inh – blocks human Mdm2 ubiquitin ligase activity; 0.11% of 210,000 active; signal enhancement, % at 5 µM; cell-based MDM2 ubiquitination luciferase reporter, 2 h; 0 = plate control, 100 = twice control, blank-subtracted; Q00987;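 active means signal enhancement of 30% or more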;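 further: luminescence tracks abundance of the self-degrading MDM2-luciferase fusion protein; higher signal means inhibition of MDM2 E3 ligase activity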
#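 Test system: stable mammalian line carrying autodegrading MDM2–luciferase fusion reporter; quantity: 2000 cells in each well; times: 4 h cell settling then 2 h compound exposure, 37 °C; detection: luminescence with SteadyLite reagent, 15 min at room temperature; evaluation: percent signal gain over controls, blank-subtracted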
# NPY1 pot ag – human NPY-Y1 potentiation or agonism, primary screen | P25929 | NPY-Y1 expressing cells, potentiator/agonist activation | activation, % at 3.6 µM | 0.37% of 220,000 active | AID 1304; in the data active means activation above about 33%, passing the limit was not always enough;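 further: cells stimulated with NPY at EC10 then isoproterenol at EC100; 0% = low agonist plus stimulus and 100% = saturating agonist plus stimulus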
# RBBP9 inh – blocks human serine hydrolase RBBP9; O75884; recombinant RBBP9, FP-Rh probe fluorescence polarization; inhibition, % at 7.94 µM; 0.2% of 220,000 active; AID 1515;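 active means inhibition above the campaign mean of all tested compounds plus 3 SD, cut at about 14% in these data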;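 further: plate controls were DMSO wells with RBBP9 for no effect and wells lacking RBBP9 protein for full effect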
# Target sequence (O75884 whole entry, looked up): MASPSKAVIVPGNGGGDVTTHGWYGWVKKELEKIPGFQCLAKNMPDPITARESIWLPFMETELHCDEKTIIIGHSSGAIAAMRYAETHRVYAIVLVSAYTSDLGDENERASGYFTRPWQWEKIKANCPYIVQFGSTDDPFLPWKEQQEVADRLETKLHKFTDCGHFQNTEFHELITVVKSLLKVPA
#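 Material: RBBP9 protein. Amount: RBBP9 at 2.5 µM in dispensed solution, before mixing. Schedule: 30 min then 45 min, 25 °C. Medium: Tris buffer pH 8.0, NaCl, Pluronic. Measured by: fluorescence polarization. Measure: percent inhibition from mP, scaled between DMSO and no-protein wells. Replication: one well per compound.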
# Starred values were filed as active, the others as inactive; . = not tested or not shown.
SMILES,NPY2 pot ag,p97 ATPase inh,Runt-SMMHC FRET,Runt-CBFb FRET,Hck-Nef inh,NPY-Y1 antag,Mdm2 ligase inh,NPY1 pot ag,RBBP9 inh
Cc1cc(-c2nc(C)c(C(=O)NNS(=O)(=O)c3cccc(C(F)(F)F)c3)s2)no1,15,3,-2,0,17,.,-6,-5,1
O=C(NN1C(=O)C2C3C=CC(C4CC34)C2C1=O)c1ccccc1Cl (configuration not stated),11,2,0,0,0,-7,-3,14,-5
COc1ccccc1C(=O)Nc1nc(-c2cccs2)c(NC(C)=O)s1,-17,3,-4,4,-11,3,-36,17,-12
Cc1ccc(-c2cc(C(F)(F)F)c(C#N)c(=O)[nH]2)cc1,-5,3,-85,3,10,7,2,-47,-4
O=C(/C=C/c1c(Cl)cccc1Cl)NCCc1ccccc1,-17,2,2,-2,2,2,-5,-26,-6
CCOC(=O)c1sc(NC(=O)CSc2nnc(-c3ccc(OC)cc3)n2CCOC)nc1C,-3,-1,-5,-7,0,-8,5,-8,-2
c1ccc(-n2cc(CNCCc3cscn3)c(-c3ccc4c(c3)OCO4)n2)cc1,-25,3,-1,-1,26,10,0,-29,-5
O=C(CCc1nc2ccccc2c(=O)[nH]1)Nc1ccc(F)c([N+](=O)[O-])c1,3,-3,-9,-1,22,-3,-4,3,-10
O=[N+]([O-])c1cc(-c2ccc(/C=N/c3nc4ccccn4c3-c3ccco3)o2)ccc1Cl,-21,5,-44,17,25,-2,-15,-4,1
CCOc1ccccc1NC(=O)COC(=O)CC(NC(N)=O)c1ccc(Cl)cc1 (configuration not stated),-3,2,2,-2,11,0,-8,8,-3
Cc1cccc(Sc2c([N+](=O)[O-])ncn2C)c1,3,2,-1,.,1,3,0,9,-10
O=C(NC(c1ccccc1)c1ccccc1)C1(c2cccs2)CCOCC1,-3,2,-1,-2,1,15,-16,5,2
CCCN(CCO)CCCc1ccccc1,-4,-2,-6,0,1,1,-8,-3,-3
CCOc1cc(C(c2c(C)[nH][nH]c2=O)c2c(C)[nH][nH]c2=O)ccc1OS(=O)(=O)c1ccc(C)cc1,-4,-2,-5,2,0,-2,-13,-6,-10
CN(CCNC(=O)C1CC(=O)N(c2ccc(F)c(Cl)c2)C1)Cc1ccccc1 (configuration not stated),-7,0,-32,-2,2,9,-8,-10,-7
O=C(c1ccc(S(=O)(=O)Cc2cc(F)ccc2F)c([N+](=O)[O-])c1)N1CCCCC1,-2,3,4,1,1,4,-7,-4,-3
COc1cccc(OC)c1C(=O)N1CCN(Cc2ccccc2C)CC1,18,1,1,-2,1,1,-8,4,4
COc1ccc(CNC(=S)Nc2ccc(-c3ccccc3)cc2)cc1,-19,-1,-6,-1,5,-2,-11,3,-9
Cc1nn(-c2ccccc2)c(C)c1N,-4,5,-2,-3,14,-1,2,18,-3
CCN1CCN(C(=O)/C(C#N)=C/c2ccc(OC(F)F)cc2)CC1,3,0,2,2,14,2,-15,-17,-7

# Compound profiles, as listed above.
# `Cc1nn(-c2ccccc2)c(C)c1N` reads NPY2 pot ag: -4; p97 ATPase inh: 5; Runt-SMMHC FRET: -2; Runt-CBFb FRET: -3; Hck-Nef inh: 14; NPY-Y1 antag: -1; Mdm2 ligase inh: 2; NPY1 pot ag: 18; RBBP9 inh: -3
# `CCN1CCN(C(=O)/C(C#N)=C/c2ccc(OC(F)F)cc2)CC1` reads NPY2 pot ag: 3; p97 ATPase inh: 0; Runt-SMMHC FRET: 2; Runt-CBFb FRET: 2; Hck-Nef inh: 14; NPY-Y1 antag: 2; Mdm2 ligase inh: -15; NPY1 pot ag: -17; RBBP9 inh: -7
# `O=C(NC(c1ccccc1)c1ccccc1)C1(c2cccs2)CCOCC1` reads NPY2 pot ag: -3; p97 ATPase inh: 2; Runt-SMMHC FRET: -1; Runt-CBFb FRET: -2; Hck-Nef inh: 1; NPY-Y1 antag: 15; Mdm2 ligase inh: -16; NPY1 pot ag: 5; RBBP9 inh: 2

# (listing goes on)
SMILES,NPY2 pot ag,p97 ATPase inh,Runt-SMMHC FRET,Runt-CBFb FRET,Hck-Nef inh,NPY-Y1 antag,Mdm2 ligase inh,NPY1 pot ag,RBBP9 inh
CC(=O)Cc1nsc(NC(=O)c2ccc(-c3ccc(Cl)cc3Cl)o2)n1,-21,3,-3,1,-10,-2,.,-12,-10
Cc1cc(NC(=O)c2ccc(C)c([N+](=O)[O-])c2)no1,8,8,4,0,20,6,6,5,-1
CC(=O)C(C)Oc1ncn(-c2ccccc2)n1 (configuration not stated),-3,3,6,1,0,1,-1,7,8
c1ccc(-n2nnnc2Sc2n[nH]c(-c3ccncc3)n2)cc1,-6,8,4,0,9,-3,-6,-14,-6
O=C(O)/C=C/C(=O)NNc1ccc([N+](=O)[O-])cc1,-2,-2,.,.,18,0,5,3,-5
Cc1ccccc1NC(=S)N(CCN(C)C)C(C)c1ccccn1 (configuration not stated),4,3,-2,0,3,1,-14,-3,-3
COc1nc2c(c(-c3cc(Br)cs3)c1C#N)Cc1ccccc1-2,-5,-3,2,0,2,.,3,-17,-5
COCCCNC(=O)c1cc(Sc2nnc(C)s2)nc2ccccc12,-6,8,1,0,-8,.,-2,32,-3
CC1(C)CCCC2=C1CC1C(=O)N(Cc3cccnc3)C(=O)C1C2 (configuration not stated),1,-6,0,-1,1,6,-7,-2,0
CCOc1ccc(C(=O)NC(=S)NCc2cccnc2)cc1[N+](=O)[O-],6,2,3,-2,3,5,-12,-18,3
CS(=O)(=O)Nc1ccccc1C(=O)NCCSCc1ccccc1,-8,-2,3,0,8,1,-16,1,-5
Cc1cc(C)n2nc(SCCOc3ccccc3)nc2n1,-25,2,-3,-2,6,1,-12,-1,1
Cn1cc(/C=N\O)nc2c(=O)n(-c3ccccc3)c(=O)nc1-2,-5,-1,95*,84*,30,0,-17,6,-14
Clc1ccc(Cl)c(-c2ccc(/C=N/c3ncn[nH]3)o2)c1,6,-1,0,-2,4,-1,5,7,-7
O=C(Nc1ccc2ccccc2c1)N1CCN(c2ncccc2C(F)(F)F)CC1,-5,-5,0,-1,0,-1,-10,-23,-2
CC(Sc1ncc(C(F)(F)F)cc1Cl)C(=O)NC(N)=O (configuration not stated),3,2,0,1,-9,2,2,21,0
COC(=O)c1cccc(NC(=O)NC(=O)c2ccc(Cl)cc2)c1,-4,-15,28,3,-1,.,-23,-30,-8
Cc1ccccc1-c1nc2sc(-c3ccccc3)cc2c(=O)o1,-4,-3,-4,-2,-1,-6,-17,12,-4
Nc1cccc(-c2nc3ccccc3[nH]2)c1,-8,-10,0,-1,3,8,1,-8,-7
CCCC(CCC)=NNC(=O)CN(Cc1ccccc1)S(=O)(=O)c1ccccc1,9,4,-1,1,3,3,-3,5,-10

# Taken from above:
# Cc1cccc(Sc2c([N+](=O)[O-])ncn2C)c1 in NPY2 pot ag shows 3
# CN(CCNC(=O)C1CC(=O)N(c2ccc(F)c(Cl)c2)C1)Cc1ccccc1 (configuration not stated) in NPY2 pot ag shows -7
# Cc1ccccc1NC(=S)N(CCN(C)C)C(C)c1ccccn1 (configuration not stated) in NPY2 pot ag shows 4

# Next part
SMILES,NPY2 pot ag,p97 ATPase inh,Runt-SMMHC FRET,Runt-CBFb FRET,Hck-Nef inh,NPY-Y1 antag,Mdm2 ligase inh,NPY1 pot ag,RBBP9 inh
CCC(=O)N=c1n(C)c2ccccc2n1CCOc1ccccc1,-8,2,-4,-1,5,7,0,0,16*
CSc1cccc(NC(=S)N2CCCN(Cc3ccccc3F)C2)c1,-2,4,3,-6,6,-2,-12,1,-16
CCc1cccc(CC)c1NC(=O)COC(=O)c1ccccc1-c1nc2ccccc2s1,14,2,4,-1,6,9,-21,-19,1
CC1SC(C)C(=O)N(CC(=O)Nc2ccc3c(c2)OCO3)C1=O (configuration not stated),6,3,3,1,2,-1,-3,3,-3
COC(=O)c1ccc(NC(=O)c2ccccc2)o1,0,3,5,8,1,-9,-8,-8,5
COCCCNC(=S)NC1CC2CCC(C1)N2Cc1ccccc1 (configuration not stated),-13,-1,.,.,12,-2,-13,-8,-6
O=S1(=O)CCC(NC(=S)N2CCCCCC2)C1 (configuration not stated),7,4,5,-2,0,-4,-9,6,10
Cc1ccc(/C(N)=N/OC(=O)c2ccc(F)cc2)cc1,-20,1,-3,0,0,-2,-31,-5,-1
Cn1c(=O)[nH]c(=O)c2c1nc(N1CCOCC1)n2CC(O)COc1ccccc1 (configuration not stated),18,5,2,1,5,-2,-8,-14,2
CCO[C@@H]1OC(C(=O)N2CCN(Cc3ccccc3)CC2)=C[C@H](c2csc3ccccc23)[C@H]1CCCO,-3,-1,-3,-3,7,-8,.,2,-2
Cc1ccc(C(=O)NCCNc2ccc([N+](=O)[O-])cc2C(F)(F)F)cc1,10,1,1,-3,2,-2,1,-5,-1
O=Cc1sc(Nc2ccccc2)nc1Cl,1,7,-20,-12,35,-5,-3,0,-1
Cc1cccc(NC(=O)c2cnc3scc(C)n3c2=O)c1,1,1,-5,.,1,-2,-15,-9,-8
CCOC(=O)N1c2ccccc2Sc2ccccc21,20,4,2,1,13,-1,4,21,-6
Cc1ccc(C)c(NC(=O)CCCCCCCCCCC2COCCO2)c1 (configuration not stated),-7,-4,2,0,1,2,-5,3,-9
O=C(NCc1ccco1)c1cccc(Nc2nc3ccc(Br)cc3[nH]2)c1,5,7,3,-1,1,0,10,14,-2
Cc1nc2ccccc2n1CC(O)COC1CCCCC1 (configuration not stated),2,2,-1,-1,12,-2,.,-20,-8
O=C(Nc1ccccc1N1CCN(C(=O)c2ccc(Cl)cc2)CC1)c1ccc(Br)cc1,-4,-1,0,1,3,13,-8,-35,-7
CCc1c(C)nc2cc(-c3cc(OC)cc(OC)c3)nn2c1N1CCN(CCN2CCOCC2)CC1,4,-6,-10,3,7,3,.,-16,-10
CCOC(=O)N1CCC(Nc2c(Nc3cccc(CC)c3)c(=O)c2=O)CC1,-1,0,-8,-4,2,-5,1,-6,-3
O=C(COC(=O)C1CCC(=O)N1)Nc1ccc(Br)cc1 (configuration not stated),6,4,-1,0,3,0,-9,6,-10
CSC1=NC(C(Cl)(Cl)Cl)N=C(c2ccccc2)N1 (configuration not stated),-3,-1,1,0,5,-4,-6,-7,-7
CN1CCN(C(=S)Nc2ccc(Cl)cc2)CC1,16,0,0,0,-84,-2,-3,-11,-1
CCC(CC)C(=O)c1c[nH]c(C(=O)NCc2ccncc2)c1,-12,-3,4,1,25,1,-2,3,-3
CCc1cc(=O)oc2c(CN3CCN(C)CC3)c(O)c(Cl)cc12,-5,-4,91*,100*,163*,-1,3,-60,-8
CCN1CCN(C(C(=O)NC2CCCC2)c2ccc(Cl)cc2)CC1 (configuration not stated),.,.,2,0,0,.,-7,.,.
CCOC(=O)c1cc2n(n1)C(C(F)(F)F)CC(C)N2 (configuration not stated),-7,1,-3,-2,0,5,-7,-1,-9
